# PKM2 activator – increases activity of human pyruvate kinase M2; purified PKM2, Kinase-Glo ATP luminescence, activation; response scale: 0% is enzyme alone, no compound; Potency, µM (series often up to 57.5 µM), inactives show top-dose activation, actives largely listed as activators; hit rate 0.34% among 260,000; AID 1631; also: potency is read from the fitted curve at half-maximal effect; % is scaled to controls: 0 for no effect and ±100 for the full control effect; nearly all actives have a fitted effect of over 55% in size
#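 Purified hPK-M2 (>95% pure) converted ADP (0.1 mM final) to ATP with 0.5 mM PEP in 50 mM imidazole pH7.2, KCl, MgCl2, Tween 20, BSA; 1 h at room temperature. ATP detected by Kinase-Glo luminescence.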
# Giardia kill – kills Giardia lamblia; Giardia lamblia trophozoite viability; activity change, % at 7.66 µM, hits read low; hit rate 0.15% among 340,000; AID 540267; in the data active = activity change below about -80%; inconclusive = between about -30% and that limit;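 also: parasites exposed to compound for two days anaerobically before the ATP read; % is scaled to controls: 0 for no effect and ±100 for the full control effect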
#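 Killing of trophozoites was scored by loss of ATP luminescence after a 48 hrs anaerobic exposure to compounds at 37 deg C, using 100 cells per well.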
# Menin MLL FP TR – menin-MLL binding inhibition, Texas Red mutant peptide; Potency, µM (doses to about 61.6 µM), without a hit: at the highest dose FP activity change, negative = inhibition, usual class: inhibitors; Menin + Texas Red MLL mutant peptide, fluorescence polarization; AID 1768; hit rate 0.23% among 270,000; O00255; active = well fitted inhibition curve with a large enough effect in the polarisation, with a control signal flat, not every such curve was filed as active; inconclusive = small, poorly fitted or top-dose-only effect, or effect the other way, or a change in a side signal; inactive = no such curve, though single readings can be large or run the other way; the % refers to the polarisation; also: potency is read from the fitted curve at half-maximal effect; % of control where 0% means no effect; many of its hits are not listed in these tables
# Target sequence (O00255 whole entry, looked up): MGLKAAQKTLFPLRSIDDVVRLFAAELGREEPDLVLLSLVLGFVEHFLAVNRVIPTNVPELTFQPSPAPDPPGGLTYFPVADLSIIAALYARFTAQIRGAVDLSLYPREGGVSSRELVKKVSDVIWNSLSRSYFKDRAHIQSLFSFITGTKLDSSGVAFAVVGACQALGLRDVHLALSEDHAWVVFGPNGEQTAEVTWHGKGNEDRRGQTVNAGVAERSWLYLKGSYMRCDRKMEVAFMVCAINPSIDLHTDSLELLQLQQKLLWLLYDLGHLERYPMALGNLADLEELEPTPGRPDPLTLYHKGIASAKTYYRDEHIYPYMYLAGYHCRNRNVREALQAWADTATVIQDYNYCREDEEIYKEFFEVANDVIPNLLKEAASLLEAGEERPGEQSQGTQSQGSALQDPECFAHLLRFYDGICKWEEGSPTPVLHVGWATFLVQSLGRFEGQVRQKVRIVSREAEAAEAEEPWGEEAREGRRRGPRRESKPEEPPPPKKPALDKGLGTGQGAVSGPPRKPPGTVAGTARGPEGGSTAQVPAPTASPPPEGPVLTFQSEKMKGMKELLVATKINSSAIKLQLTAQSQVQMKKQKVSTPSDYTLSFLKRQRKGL
# MLL CXXC-DNA inh – inhibitors of human MLL CXXC domain-DNA interaction. MLL-CXXC / FITC-HOXA9 DNA fluorescence polarization. Potency, µM (doses to about 115 µM), without a hit: at the highest dose activity change, negative = inhibition, actives largely listed as inhibitors. hit rate 0.037% among 290,000; active = well fitted inhibition curve with a large enough effect in the polarisation, with a control signal flat, not every such curve was filed as active; inconclusive = small, poorly fitted or top-dose-only effect, or effect the other way, or a change in a side signal; inactive = no such curve, though single readings can be large or run the other way; the % refers to the polarisation; also: potency is read from the fitted curve at half-maximal effect
#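 Fluorescence polarization: 7 uM MLL-CXXC (stock) preincubated 5 min with compounds, then 50 nM fluorescein-HOX-A9 DNA (stock) added; 30 min ambient. Buffer 50 mM Tris-HCl pH 7.5, 50 mM NaCl, 1 mM DTT, 0.05% BSA.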
# GALK inhibitor – galactokinase (human) inhibition; P51570; Purified GALK, Kinase-Glo residual ATP luminescence; Potency, µM (highest dose often 57.5 µM), for inactives: at the highest dose activity change, negative = inhibition, hits mostly inhibitors; hit rate 0.007% among 270,000; also: potency is read from the fitted curve at half-maximal effect; % is scaled to controls: 0 for no effect and ±100 for the full control effect
# Target sequence (P51570 whole entry, looked up): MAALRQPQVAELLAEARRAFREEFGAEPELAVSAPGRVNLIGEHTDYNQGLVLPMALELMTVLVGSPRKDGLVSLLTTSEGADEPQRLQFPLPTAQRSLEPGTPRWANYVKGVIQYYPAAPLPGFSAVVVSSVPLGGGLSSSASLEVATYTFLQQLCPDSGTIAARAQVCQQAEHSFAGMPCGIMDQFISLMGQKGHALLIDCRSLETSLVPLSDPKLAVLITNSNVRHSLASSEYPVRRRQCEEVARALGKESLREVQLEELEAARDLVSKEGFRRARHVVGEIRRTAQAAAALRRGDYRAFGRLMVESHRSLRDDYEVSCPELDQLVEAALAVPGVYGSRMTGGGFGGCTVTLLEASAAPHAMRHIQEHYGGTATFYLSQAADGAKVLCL
#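 Compounds were pin-transferred into ATP buffer (35 uM final), then GALK plus galactose (5 nM, 100 uM final) was added. After 1 h at room temperature, Kinase-Glo Plus was added and luminescence read after 10 min.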
# B2AR arrestin – recruits beta-arrestin to the human beta2-adrenergic receptor. P07550. beta-arrestin recruitment to beta2AR, cell-based reporter. Potency, µM (titrated, usually from 46.1 µM), for the others: top-dose activation, usual class: activators. hit rate 0.02% among 330,000;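 also: potency is read from the fitted curve at half-maximal effect; 0% = DMSO controls and full agonism = EC100 isoproterenol or metaproterenol; nearly all actives have a fitted effect of over 65% in size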
# USP2a block – USP2a (human) protease inhibition; O75604; USP2 core, Ub-CHOP2 coupled fluorogenic reporter, 485/531; Potency, µM (titrated, usually from 38.3 µM), inactives show at the top dose activity change, negative = inhibition, usual class: inhibitors; hit rate 0.01% among 330,000;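 also: potency is read from the fitted curve at half-maximal effect; plate controls were DMSO wells for no effect and full inhibition by NEM control for full effect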
#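 Deubiquitinase activity read as fluorescence (485/531 nm) after Ub-CHOP2 cleavage activates the enterokinase reporter on its substrate; USP2 core 10nM, Ub-CHOP2 and substrate 25nM each, 30min compound preincubation then 60min RT; data normalized to NEM, curves fitted.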
# KCNH2 3.1 inh – blocks the human KCNH2 3.1 channel isoform. AID 720553. hit rate 0.95% among 340,000. U2OS KCNH2 3.1, thallium flux FluxOr; hits give low values. activity change, % (tested at about 1.8 µM);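 active = maximum activity change below -70%; inconclusive = maximum activity change from -70% to -50%; inactive = maximum activity change above -50%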;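 also: thallium influx rate constant from kinetic fluorescence after stimulation buffer; % is scaled to controls: 0 for no effect and ±100 for the full control effect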
#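 U2OS cells transduced with KCNH2 3.1 mutant virus (1.77 x 10^8 /mL, 4 h), plated overnight at 37 C, loaded 45 min with FluxOr dye plus Red40 quencher. Thallium flux rate constant from kinetic reads after stimulation buffer, normalised to controls.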
# FBPA coupling cs – inhibits coupling enzyme system, counter-screen for aldolase hits; coupling enzyme system counterscreen, AmpLite Red fluorescence; activity change, negative = inhibition, % at 58.2 µM, hits read low; hit rate 0.67% among 290,000; in the data active = activity change below about -30%; also: % is scaled to controls: 0 for no effect and ±100 for the full control effect
#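 Activity here indicates interference with the coupling reaction, not aldolase inhibition. Compounds at 57.5 uM final met coupling enzymes for 10 min at RT; substrate and AmpLite Red detection followed, with a 525/598 nm fluorescence read after 20 min.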
# TRPV1 ag – agonists of human vanilloid receptor 1 (TRPV1); Q8NER1; TRPV1-expressing cells, Fluo-8 calcium influx, agonist mode; activation, % at 8.33 µM; hit rate 0.19% among 320,000; in the data active = activation above about 80%; inconclusive = between about 30% and that limit; also: 0% is about no effect
#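 Fluo-8 calcium influx in TRPV1-expressing cells, kinetic read (ex 480/em 520 nm). Compound added and read 3 min for agonist activity, followed by capsaicin at EC20 final and 2 min further read for enhancement.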
# KCNH2 WT inh – KCNH2 (human, wildtype) channel inhibition; Q12809; U2OS, BacMam KCNH2, thallium flux FluxOr; hits give low values; activity change, % at 1.84 µM; hit rate 0.37% among 340,000;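 active = maximum activity change below -70%; inconclusive = maximum activity change between -70% and -50%; inactive = maximum activity change above -50%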; also: % is scaled to controls: 0 for no effect and ±100 for the full control effect
#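 U2OS cells transduced with wild-type KCNH2 virus are loaded with FluxOr dye for 45 min, and thallium flux is measured in kinetic reads before and after stimulation buffer. Rate constants are normalized to DMSO controls.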
# The depositor's hits bear a star; ? = inconclusive; · = not tested or not shown; [ ] = dose if it differs, or a comment. Unless noted, calls follow the shape of the dose curve; as a rule, active = well fitted curve in the direction sought with a large enough effect; inconclusive = small, poorly fitted or top-dose-only effect, or another doubt; inactive = no such curve, though single readings can be large; an effect the other way counts as inactive or inconclusive.
SMILES,PKM2 activator,Giardia kill,Menin MLL FP TR,MLL CXXC-DNA inh,GALK inhibitor,B2AR arrestin,USP2a block,KCNH2 3.1 inh,FBPA coupling cs,TRPV1 ag,KCNH2 WT inh
COc1ccc(/C=N/NC(=O)CCCOc2ccc(Cl)cc2Cl)cc1,2%,-19,16%,5%,1%,0.1%,-8%,-1,3,?,-2
Cc1ccccc1NC(=O)COC(=O)/C=C/c1cccc(C(F)(F)F)c1,-6%,-6,7%,3%,2%,-0.4%,0%,-3,4,-2,2
O=C(NC1CCCC1)C(c1ccc(F)cc1)N(Cc1ccccc1Cl)C(=O)CCl (stereo not given),-5%,-14,-1%,4%,0%,-0.6%,0%,4,0,3,-3
Cc1ccc(C)c(N2C(=O)CS/C2=N\NC(=O)c2ccccc2Cl)c1,-1%,6,-2%,13%,0%,-0.1%,-1%,17,1,-2,11
CN(C)c1ccnc(Oc2ccccc2)c1C#N,2%,7,?,-2%,-1%,0.3%,0%,-10,-8,-3,5
Cc1ccc(S(=O)(=O)N2CCN(C(=O)COC(=O)COc3cccc4c3OC(C)(C)C4)CC2)cc1,·,0,·,·,·,-0.2%,-1%,-11,·,1,2
COc1ccccc1/C=N/NC(=O)c1cccc(NC(=O)c2ccccc2Cl)c1,0%,15,?,7%,8%,0.8%,2%,-16,-1,1,10
COc1ccc(Br)cc1CN1CCN(C(=O)c2cccc(F)c2)CC1,·,18,?,22%,-1%,0.4%,2%,-29,3,?,-4
CCCn1c(SCC(=O)N2CCCC2)nc2c1c(=O)n(C)c(=O)n2C,0%,-12,-6%,8%,1%,0.4%,-1%,0,0,-1,0
CC1(c2cccc(Br)c2)NC(=O)N(CC(=O)Nc2ccc(F)cc2)C1=O (stereo not given),0%,1,41%[activator],8%,9%,-0.9%,4%,-1,1,?,6
O=C(CC1C(=O)NCCN1C(=S)Nc1ccccc1)Nc1ccc(F)cc1 (stereo not given),8%,12,2%,5%,2%,-0.4%,3%,-3,-4,-4,-3
O=C(O)CSC1=NC(=Nc2cccc(Cl)c2)C2(CCCCC2)N1c1ccccc1,0%,-3,0%,3%,1%,-0.5%,4%,-2,0,0,-6
N#Cc1cnc2ncnn2c1-c1ccccc1,0%,-25,3%,-2%,2%,3.7%,5%,0,0,-2,-1
CCc1ccc(-c2cc(C)no2)cc1S(=O)(=O)NCCCN1CCN(c2ccccc2)CC1,·,-18,·,0%,-9%,-0.6%,-1%,-26,·,17,24
CCn1nc(C(=O)NCC2COc3ccccc3O2)c2ccccc2c1=O (stereo not given),·,24,·,·,·,0.0%,2%,-43,·,0,2
COc1ccc(NC(=O)c2cc(S(=O)(=O)N3CCOCC3)cn2C)c(OC)c1,-4%,3,11%,·,·,0.0%,-3%,5,0,-3,9
Cc1ccc(CNc2nc3ccccc3s2)s1,-5%,?,1%,-1%,0%,-0.1%,0%,·,5,11,2
CCOC(=O)c1c(S(=O)(=O)N(C)Cc2ccco2)c(C)n(C)c1C,·,-9,·,-1%,6%,0.2%,1%,24,·,8,-12
Cc1ccc(O)c(N/C=C/C(=O)c2ccc(F)cc2)c1,-5%[11.5 µM],15,?,-3%,-3%,-0.1%,1%,-14,-1,19,-16
O=C(CN1CCCc2ccccc21)NCc1ccc2c(c1)OCO2,11%,-4,1%,-2%,17%,0.0%,0%,10,-1,-2,0
Cn1cc(S(=O)(=O)CC(=O)Nc2ccc3c(c2)OCO3)c2ccccc21,22%,11,28%,0%,1%,2.1%,4%,11,-9,1,9
Cc1cc(C(=O)NC2CC(C)(C)Cc3c2cnn3-c2ccc(F)cc2)no1 (stereo not given),1%,6,·,8%,-4%,0.0%,1%,14,·,9,24
COC(=O)Oc1ccc(/C=N/NC(=O)CSCc2ccc(Cl)cc2)cc1OC,-3%,-3,25%,-1%,0%,0.4%,2%,-2,6,1,4
O=C1N/C(=C\c2ccccc2)C(O)=C1C=NCc1ccccc1,4%,-10,14%,2%,1%,2.6%,3%,5,1,3,0
CNC(=O)N(O)C1N(/N=C/c2ccccc2OC)C(=S)SC1(C)C (stereo not given),·,6,9%,-14%,-1%,0.4%,2%,-6,1,13,1
# Later entries:
SMILES,PKM2 activator,Giardia kill,Menin MLL FP TR,MLL CXXC-DNA inh,GALK inhibitor,B2AR arrestin,USP2a block,KCNH2 3.1 inh,FBPA coupling cs,TRPV1 ag,KCNH2 WT inh
Fc1ccc(F)c(C2=NNC(=NCC3CCCO3)SC2)c1 (stereo not given),-2%,7,-6%,4%,13%,-0.3%,-17%,1,-12,-5,-1
CCCCC(CC)C(=O)Nc1ncc([N+](=O)[O-])s1 (stereo not given),-4%,-91*,2%,-1%,1%,-0.2%,-1%,-7,2,12,2
c1cncc(-c2noc(-c3ccco3)n2)c1,11%,-16,-19%,-6%,2%,-0.4%,0%,13,-3,1,-9
COc1ccc(OC)c(CN(CCCN2CCOCC2)C(=O)Nc2ccccc2)c1,-1%,16,-1%,-13%,-3%,3.2%,9%,1,0,0,8
CCCCOC(=O)C1=C(C)Nc2nnnn2C1c1ccccc1Cl (stereo not given),3%,12,·,2%,-1%,0.2%,-1%,-1,-1,-1,-1
O=C(COc1ccccc1[N+](=O)[O-])OCC(=O)N1CCC(Cc2ccccc2)CC1,-19%,1,9%,?,0%,-0.2%,-2%,-8,-2,3,6
CC[n+]1c(/C=C/C=C/N(C(C)=O)c2ccccc2)sc2ccccc21,-3%,-6,?,?,-2%,-0.2%,5%,1,-6,-3,-7
C=CCn1c(=O)c(C(=O)Nc2ccccc2O)c(O)c2ccccc21,-4%,7,?,31%[activator],-4%,-0.2%,0%,9,-8,-2,-2
O=C(c1ccc(S(=O)(=O)N2CCOCC2)cc1)N1CCN(c2ccccc2)CC1,2%,-14,-13%,4%,6%,-0.3%,-1%,-5,-4,4,12
Cc1ccc(NC(=O)CN(C)CC(=O)Nc2ccc(F)c(F)c2F)c(Cl)c1,1%,13,-4%,8%,-2%,-0.2%,0%,5,0,10,5
CCn1c(C)c(/C=N/Nc2nc3ccccc3s2)c2ccccc21,-4%,-10,?,12%,-3%,-3.2%,3%,-6,·,0,-4
Cc1ccc(S(=O)(=O)N2CCCCC2)cc1C(=O)Nc1ccc(N2CCOCC2)cc1,-1%,9,-28%,-1%,-4%,-0.8%,-1%,9,0,3,-1
CC(=O)Nc1ccc(S(=O)(=O)NC(CSc2ccc(C(=O)O)cc2[N+](=O)[O-])C(=O)O)cc1 (stereo not given),·,1,-2%,12%,-3%,-0.2%,4%,-2,-1,-1,-5
CCOC(=O)Cn1nc(-c2ccc(C)cc2)ccc1=O,2%,10,-15%,-1%,0%,-0.8%,1%,-12,1,18,9
Cc1ccc(C2C(=O)N(C3CCCC3)CC(=O)N2C2CCCCC2)cc1 (stereo not given),0%,1,-2%,-2%,0%,-1.1%,0%,-23,4,?,-6
c1nc2sc3c(c2c2nnnn12)CCCC3,-1%,12,4%,1%,-3%,-0.3%,0%,3,6,1,0
Cc1noc(NS(=O)(=O)c2ccc(NC(=O)c3nn(-c4ccccc4)ccc3=O)cc2)c1C,·,5,·,-9%,-2%,-0.1%,0%,12,·,0,35
CC(C)C(NC(=O)c1ccco1)C(=O)OCC(=O)N1CC(=O)Nc2ccccc21 (stereo not given),·,?,·,·,·,-0.1%,1%,2,·,-2,1
O=C(N/N=C/c1cc([N+](=O)[O-])ccc1O)c1cccc2cc[nH]c12,0%,-1,·,-2%,-2%,-0.6%,5%,-9,2,·,4
Cc1cc(C(=O)Nc2ccc(C(=O)O)cc2)c(-c2ccccc2)o1,-1%,-5,-29%,-1%,-4%,-0.6%,2%,-2,10,0,-1
CCOc1ccc(NC(=O)CCn2ccnc2)cc1,·,-10,1%,-6%,·,0.4%,2%,7,-3,-4,5
CC(=O)c1c(C)[nH]c(C(=O)COC(=O)CN2C(=O)C3CCCCC3C2=O)c1C (stereo not given),·,18,·,·,·,0.1%,0%,-18,·,·,-8
Cc1cccc(NC(=O)CSCC(=O)Nc2sccc2C#N)c1,·,-5,·,·,·,0.3%,-2%,-3,·,9,-4
O=C(Cc1ccc(Cl)c(Cl)c1)N1CCOCC1,·,-15,-24%,?,-2%,-1.0%,6%,8,2,-2,-3
CN1CCN(CCOc2ccc(Cc3ccccc3)cc2)CC1,-6%,10,-2%,2%,-1%,0.6%,-1%,7,-1,-2,33
CCCNC(=O)C(Cc1ccc(C(F)(F)P(=O)(OCC)OCC)cc1)NC(=O)c1ccc(C#N)cc1 (stereo not given),·,-2,·,·,·,0.2%,2%,-5,·,·,0

# Screening results from PubChem BioAssay.

# Not all compounds are listed (hit frequency here may not be typical).
